M. tuberculosis: growth inhibition of non-replicating M. tuberculosis (AID 488890); Mycobacterium tuberculosis non-replicating, growth inhibition; higher % means a stronger effect; inhibition, % at 25 µM, or IC50 in µM where a hit was titrated; 320,000 compounds, 0.39% hits; in the data active = a potency from the dose series; inconclusive = inhibition mostly from about 82% at the one dose, without a potency; inactive = the rest, 99 in 100 with inhibition below about 76%;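 note: plate controls were DMSO cells for no effect and high antibiotic wells for full effect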
PhoP GFP inhibition: PhoP regulon inhibitors, Salmonella typhi PhoP promoter GFP reporter, confirmatory (AID 1850); Salmonella Typhi PhoP-promoter GFP reporter, fluorescence, 4 h; higher % means a stronger effect; one-dose inhibition, % at 50 µM; IC50 in µM for titrated hits; 310,000 compounds, 0.33% hits; in the data active = a potency from the dose series; inconclusive = inhibition mostly from about 25% at the one dose, without a potency; inactive = the rest, 99 in 100 with inhibition below about 19%;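 note: 0% = induced wells with vehicle and 100% = uninduced wells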
H37Rv inhibition: M. tuberculosis growth inhibition, HTS (AID 449762). M. tuberculosis H37Rv growth inhibition, 7H9 media; higher % means a stronger effect. inhibition, % at 25 µM, or IC50 in µM where a hit was titrated. 330,000 compounds, 0.59% hits; in the data active = a potency from the dose series; inconclusive = inhibition above about 70% without an active follow-up result;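 note: bacterial growth assessed after seven days of incubation; strong numbers were not always called active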
inhibitors of VEEV: inhibitors of VEEV TC-83 cytopathic effect, confirmation, Vero cells (AID 588727); Vero cells, VEEV TC-83 cytopathic effect inhibition; higher % means a stronger effect; inhibition, % at 20 µM, or IC50 in µM where a hit was titrated; 350,000 compounds, 0.13% hits; in the data active = a potency from the dose series; inconclusive = inhibition mostly from about 14% at the one dose, without a potency; inactive = the rest, 99 in 100 with inhibition below about 12%; note: strong numbers were not always called active
H1N1 NS1A inhibition: H1N1 influenza NS1A inhibitors, functional cell based assay (AID 504329); 340,000 compounds, 0.3% hits; NS1A functional cell-based assay, percent inhibition; higher % means a stronger effect; inhibition, % at 12.5 µM, or IC50 in µM where a hit was titrated; in the data active = a potency from the dose series; inconclusive = inhibition above about 27% without an active follow-up result; note: strong numbers were not always called active
inhibitors of VEEV 10K pilot screen: second read-out of inhibitors of VEEV, no call of its own (marks repeat the call); inhibition, %; measured here: 10K pilot screen inhibition
An asterisk follows results filed as active; i = inactive; u = inconclusive; x = not tested or not shown.

SMILES	M. tuberculosis	PhoP GFP inhibition	H37Rv inhibition	inhibitors of VEEV	H1N1 NS1A inhibition	others
CC(NC(=O)COC(=O)c1ccc(N2CCCC2=O)cc1)c1ccc(F)cc1 (centres undefined)	4.7%	x	1.6%	2.3%	-13.7%
CCCCC1=CC2=CC(=O)C(C)(OC(=O)CC)C(=O)C2=CN1CC(C)C (centres undefined)	14.5%	10.4%	-0.1%	0.3%	5.8%
CCOc1cc(NC(=O)c2ccccn2)c(OCC)cc1NC(=O)c1ccccc1	-12.7%	-3.0%	2.0%	0.8%	-3.1%
COC(=O)CSc1nnc(CNC(=O)c2ccc(OC)cc2OC)n1C	8.3%	-3.0%	-6.6%	5.3%	4.5%
CCC1=[N+](CC(=O)c2ccc(C)cc2)CCn2c(C)ccc21	59.6%	8.9%	-2.6%	i	0.6%
O=C(NCCC(=O)N(CCc1ccccc1)Cc1ccccc1)c1ccc(Br)cc1	22.1%	0.1%	10.8%	4.6%	-14.7%
Cc1ccc(OCC(O)Cn2nc(C)cc2C)cc1 (centres undefined)	26.4%	-0.7%	5.3%	0.7%	-12.3%
Cc1cc(C)nc(SCCCNCc2ccccc2)n1	-14.5%	-2.1%	-11.1%	0.5%	-5.4%
O=C(CNc1cccc([N+](=O)[O-])c1)N1CCN(S(=O)(=O)c2ccc(Cl)cc2)CC1	x	x	x	5.8%	-7.6%
C=CCn1c(SCCOC)nc2c1c(=O)[nH]c(=O)n2C	-3.3%	8.7%	-6.2%	2.6%	7.3%
C=CCn1c(SCC(=O)/C(C#N)=C(\C)N)nnc1C1CCCCC1	-1.6%	-7.9%	12.4%	i	-1.2%
C=CCN(C(=O)c1csnn1)C(C(=O)NCc1ccccc1)c1ccccc1F (centres undefined)	-10.0%	4.0%	5.1%	i	5.4%
COc1ccc(CCNc2oc(COc3ccccc3Cl)nc2C#N)cc1OC	x	x	-17.3%	10.0%	6.6%
COCc1cc(=O)[nH]c(N2CCN(C(=O)c3ccco3)CC2)n1	-19.3%	-5.4%	-1.0%	0.3%	-8.4%
CC(=O)c1cccc(NC(=O)CSc2n[nH]c(-c3ccncc3)n2)c1	-2.7%	x	7.3%	2.5%	-6.8%
COC(=O)/C(C#N)=C/c1c(N2CCN(c3ccc(OC)cc3)CC2)nc2c(C)cccn2c1=O	10.5%	3.8%	8.3%	7.9%	28.5%
Oc1cc(-c2ccccc2)c2ccccc2c1	49.3%	0.0%	55.2%	2.6%	3.1%
COc1ccccc1NC(=O)CN1CCC(c2nc3ccc(C)cc3[nH]2)CC1	27.4%	26.5%	3.1%	2.4%	-7.8%
Cc1ccccc1NC(=S)N/N=C1\CC(C)(C)Oc2ccc(O)cc21	35.4%	8.8%	3.8%	8.6%	-2.7%
Cc1onc(-c2ccccc2Cl)c1C(=O)Nc1nnc(-c2ccc(F)cc2)s1	43.6%	4.0%	-2.4%	2.6%	9.7%	inhibitors of VEEV 10K pilot screen=4.0
Cc1ccc2nc(NC(=O)c3ccc(Br)o3)sc2c1	70.3%	-10.2%	4.6%	0.7%	7.7%
CCCCc1ncc(CN2CCC(n3nccc3NC(=O)c3ccccc3Cl)CC2)[nH]1	20.7%	1.0%	6.0%	i	-4.4%
O=C(NN=C(Cc1ccccc1)Cc1ccccc1)c1ccccc1O	u	1.7%	u	1.3%	x
O=C(C[n+]1ccccc1)c1ccc(Cl)cc1	-4.0%	4.9%	-7.7%	0.1%	-16.5%
COc1ccc(-c2noc(CCC(=O)NC3CCCC3)n2)cc1	35.7%	14.8%	1.7%	1.5%	-19.6%
More results:
SMILES	M. tuberculosis	PhoP GFP inhibition	H37Rv inhibition	inhibitors of VEEV	H1N1 NS1A inhibition	others
CCN(CC)S(=O)(=O)c1cccc(-c2nnc(SCC(=O)NC3CCCC3)n2N)c1	-0.6%	5.9%	6.8%	i	0.0%
CC(=O)c1ccc(NC(=O)CSc2n[nH]c(-c3cccnc3)n2)cc1	-5.3%	-0.1%	4.4%	0.3%	1.7%
Cc1ccc2c(c1)C1(OCCCO1)C(=O)N2	1.4%	-7.1%	-9.6%	i	-2.0%
CNC(=O)NC(=O)C(NC1CCCc2ccccc21)c1ccccc1 (centres undefined)	9.1%	-18.0%	27.7%	0.4%	5.2%
O=C(c1cc(F)c(F)cc1Cl)N1CCN(c2ncccn2)CC1	23.3%	5.3%	3.9%	0.9%	-2.9%
COc1ccccc1NC(=O)/C(=C\c1cccnc1)NC(=O)c1ccccc1	-1.3%	-1.8%	-0.6%	3.9%	3.0%
COc1cc(NC(=O)c2cccc(Cl)c2)c(OC)cc1NC(=O)CN1CCOCC1	24.0%	-20.0%	u	10.5%	9.6%
Brc1ccc(-c2nnc(-c3cccc(Br)c3)o2)cc1	52.1%	-12.6%	13.6%	1.6%	1.9%
COCCN(CCOC)S(=O)(=O)c1ccc(Cl)nc1	2.0%	11.2%	-2.1%	i	4.2%
Cn1c(=O)oc2cc(S(=O)(=O)N3CCC(C(=O)N4CC=C(c5ccccc5)CC4)CC3)ccc21	x	x	x	0.8%	-2.0%
CN(Cc1nccs1)C(=O)C1CCC(=O)N(Cc2ccccc2F)C1 (centres undefined)	-14.0%	-6.8%	-0.1%	1.4%	-7.1%
CC(C)C(NC(=O)/C(=C/c1ccco1)NC(=O)c1ccc(Br)o1)C(=O)O (centres undefined)	-17.8%	-1.9%	2.1%	i	8.8%
COc1ccc(-n2c(=S)[nH]c3cc(C(=O)NCc4ccco4)ccc3c2=O)c(OC)c1	-0.7%	-2.1%	2.9%	5.4%	18.4%
O=C(O)/C=C\C(=O)Nc1ccccc1C(=O)N1CCC(O)(c2ccc(Cl)cc2)CC1	x	x	x	i	-1.1%
CN(c1nc(-c2ccccc2)cs1)C1CCS(=O)(=O)C1 (centres undefined)	-9.6%	-8.8%	2.5%	1.1%	-8.4%
O=C(O)CCCCCNC(=O)Nc1ccc2c(c1)OCCO2	-5.6%	-11.8%	-6.7%	i	-3.4%
Cc1ccc2c(n1)CC(C)(C)C/C2=N\O	-4.5%	-3.7%	-2.2%	2.6%	-12.0%
Cc1cc(=O)oc2cc(OCc3ccc(S(=O)(=O)N4CCOCC4)cc3)ccc12	6.5%	-1.0%	-8.5%	1.5%	-22.5%
CC(C)(C)c1cc(NC(=O)CSc2nnc(NCc3ccccc3)s2)n(-c2ccccc2)n1	32.6%	-8.3%	15.7%	1.6%	-14.1%
COC(=O)CC1C(=O)NC(C)=C1C(=O)OC (centres undefined)	10.1%	-1.3%	-0.5%	x	x
Nc1c(NC2CCCCC2)c2ccccc2oc1=O	8.4%	-6.1%	-8.3%	1.7%	4.4%
Cc1cccnc1NC(=O)CCNC(=O)c1ccc(Cl)cc1	-7.2%	-0.1%	-10.6%	1.7%	-10.7%
O=C(COC(=O)c1cncc(Br)c1)NCc1ccccc1Cl	52.4%	-11.9%	-3.8%	i	-5.8%
O=C(c1ccco1)N1CCN(S(=O)(=O)c2ccc(S(=O)(=O)NC3CCCCC3)cc2)CC1	17.8%	0.1%	-4.8%	i	-12.9%
O=C(Nc1nn[nH]n1)c1cccc([N+](=O)[O-])c1	2.0%	-0.1%	7.8%	i	-7.2%
Next part
SMILES	M. tuberculosis	PhoP GFP inhibition	H37Rv inhibition	inhibitors of VEEV	H1N1 NS1A inhibition	others
COc1ccc(CC(NC(C)=O)C(=O)NC2CCN(C(=O)c3cc(OC)c(OC)c(OC)c3)CC2)cc1 (centres undefined)	-5.5%	-2.4%	-2.6%	1.0%	-2.4%
Cc1ccccc1C(=O)N/N=C1\SCC(=O)N1Cc1ccco1	2.0%	-1.0%	-1.9%	1.3%	0.5%	inhibitors of VEEV 10K pilot screen=1.9
O=C1CN2Cc3c(ccc(Cl)c3Cl)N=C2N1	-7.2%	-10.8%	4.8%	x	x
O=C(CSc1nc2scc(-c3ccccc3)c2c(=O)[nH]1)Nc1ccccc1	-5.1%	-8.4%	0.9%	1.9%	-7.2%
O=C1NN=COc2ccccc21	4.2%	-4.4%	-3.1%	0.6%	-4.6%
Cn1cc(C(=O)N/N=C/c2cccs2)c2ccccc21	-3.9%	-22.2%	-6.3%	2.3%	-4.8%
COc1ccc(C(=O)CC(=O)C(=O)Nc2ccccc2C(F)(F)F)cc1	70.1%	-0.4%	44.8%	4.4%	6.2%
O=C(Nc1ccc(Cl)cc1)C1CCN(C(=O)NC2CCCCC2)CC1	27.9%	-3.5%	-8.8%	0.5%	8.1%
O=C(Nc1cccc2ccccc12)C1CCCC1	73.5%	-3.0%	-2.2%	0.5%	-5.8%
COc1ccc(C(=O)NCCc2c[nH]c3ccccc23)cc1	x	-6.3%	1.8%	1.6%	-3.9%
O=C(N/N=C/c1coc2ccccc2c1=O)c1cn(-c2ccccc2)nc1-c1ccc(F)cc1	-14.9%	-10.9%	-6.1%	1.6%	-3.6%
Cc1cc(Br)c2c(c1)/C(=C/C(=O)c1cccs1)C(=O)N2	75.1%	-4.3%	u	9.7%	-0.6%
COc1ccc(NC(=O)C(Cc2ccccc2)n2cccc2)c(OC)c1 (centres undefined)	8.8%	-19.3%	46.0%	i	16.6%
COc1cccc(NC(=O)N2CCC(N3CCCCC3)CC2)c1	-12.7%	5.5%	-4.8%	0.6%	5.4%
COCCN(CC(=O)Oc1ccccc1P(=O)(OC)OC)Cc1ccccc1	67.0%	13.3%	3.6%	2.0%	x
CCc1ccc(NC(=O)COc2coc(CN3CCN(c4ccccc4)CC3)cc2=O)cc1	5.3%	-4.3%	3.7%	5.1%	3.5%
C#CCNC(=O)C1=C[C@H](c2ccc(C(F)(F)F)cc2)C[C@H](OCCCCO)O1	9.9%	-5.6%	4.1%	i	-2.9%
C=CCn1cccc(C(=O)Nc2ccc(C)c(C)c2)c1=O	37.7%	-1.1%	9.8%	1.1%	-4.7%

Among those listed so far, 13 contain an aryl methoxy group:
SMILES	M. tuberculosis	PhoP GFP inhibition	H37Rv inhibition	inhibitors of VEEV	H1N1 NS1A inhibition	others
COC(=O)CSc1nnc(CNC(=O)c2ccc(OC)cc2OC)n1C	8.3%	-3.0%	-6.6%	5.3%	4.5%
COc1ccc(CCNc2oc(COc3ccccc3Cl)nc2C#N)cc1OC	x	x	-17.3%	10.0%	6.6%
COC(=O)/C(C#N)=C/c1c(N2CCN(c3ccc(OC)cc3)CC2)nc2c(C)cccn2c1=O	10.5%	3.8%	8.3%	7.9%	28.5%
COc1ccccc1NC(=O)CN1CCC(c2nc3ccc(C)cc3[nH]2)CC1	27.4%	26.5%	3.1%	2.4%	-7.8%
COc1ccc(-c2noc(CCC(=O)NC3CCCC3)n2)cc1	35.7%	14.8%	1.7%	1.5%	-19.6%
COc1ccccc1NC(=O)/C(=C\c1cccnc1)NC(=O)c1ccccc1	-1.3%	-1.8%	-0.6%	3.9%	3.0%
COc1cc(NC(=O)c2cccc(Cl)c2)c(OC)cc1NC(=O)CN1CCOCC1	24.0%	-20.0%	u	10.5%	9.6%
COc1ccc(-n2c(=S)[nH]c3cc(C(=O)NCc4ccco4)ccc3c2=O)c(OC)c1	-0.7%	-2.1%	2.9%	5.4%	18.4%
COc1ccc(CC(NC(C)=O)C(=O)NC2CCN(C(=O)c3cc(OC)c(OC)c(OC)c3)CC2)cc1 (centres undefined)	-5.5%	-2.4%	-2.6%	1.0%	-2.4%
COc1ccc(C(=O)CC(=O)C(=O)Nc2ccccc2C(F)(F)F)cc1	70.1%	-0.4%	44.8%	4.4%	6.2%
COc1ccc(C(=O)NCCc2c[nH]c3ccccc23)cc1	x	-6.3%	1.8%	1.6%	-3.9%
COc1ccc(NC(=O)C(Cc2ccccc2)n2cccc2)c(OC)c1 (centres undefined)	8.8%	-19.3%	46.0%	i	16.6%
COc1cccc(NC(=O)N2CCC(N3CCCCC3)CC2)c1	-12.7%	5.5%	-4.8%	0.6%	5.4%

Assay outcomes (PubChem BioAssay)
